Bioassay records (PubChem BioAssay)
SSB-PriA inh – K. pneumoniae PriA-SSBct interaction inhibition. inhibition, % at 33 µM. AID 1272365. hit rate 0.6% among 430,000. AlphaScreen SSBct-PriA binding, biotinylated peptide; in the data active = inhibition mostly above about 37%, no sharp cut-off; inactive = mostly below about 20%;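 note: plate controls were negative control peptide for no effect and reference peptide for full effect; strong numbers were not always called active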
PfHsp40 rescue – restores yeast growth despite PfHsp40 toxicity; S. cerevisiae expressing PfHsp40, growth rescue, ATP luminescence; hit rate 0.68% among 340,000; growth rescue, % at 12.5 µM; AID 504582; in the data active = growth rescue above about 28%, passing the limit was not always enough;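 note: yeast W303a lacking pdr1 and pdr3 grown in galactose medium; growth measured after three days at 30 °C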
Anthrax LF inh2 – inhibitors of Bacillus anthracis lethal factor protease. inhibition, % at 10 µM. hit rate 0.12% among 360,000. P15917. multiplex microsphere protease cleavage assay, LF; in the data active = inhibition above about 30%; note: plate controls were buffer without enzyme for full effect and enzyme alone for no effect
MazEF act – MazEF (E. coli) toxin RNase activation; FAM/BHQ RNA-DNA oligo cleavage fluorescence, 5 h; activation, % at 20 µM; hit rate 0.32% among 350,000; AID 504720; in the data active = activation above about 50%
Target sequence (P0AE70 whole entry, looked up): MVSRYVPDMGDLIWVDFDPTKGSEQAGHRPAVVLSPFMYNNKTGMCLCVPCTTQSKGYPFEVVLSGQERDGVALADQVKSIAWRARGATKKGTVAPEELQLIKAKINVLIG
VHR inh abs – DUSP3 (human) phosphatase inhibition. P51452. recombinant VHR phosphatase, pNPP absorbance. inhibition, % at 13.3 µM. hit rate 0.52% among 290,000; in the data active = inhibition above about 50%; note: some compounds called inactive have numbers as strong as hits
Target sequence (P51452 whole entry, looked up): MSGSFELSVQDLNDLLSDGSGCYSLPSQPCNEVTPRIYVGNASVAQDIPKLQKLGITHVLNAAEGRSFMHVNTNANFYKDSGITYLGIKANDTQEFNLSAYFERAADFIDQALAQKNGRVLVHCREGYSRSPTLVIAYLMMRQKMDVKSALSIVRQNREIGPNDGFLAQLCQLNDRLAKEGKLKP
BH1578 lux ind – quorum light induction in luxS cqsA deficient V. cholerae; AID 588436; hit rate 0.16% among 350,000; V. cholerae BH1578 lux reporter, luminescence, 6 h; activation, % at 18.7 µM; in the data active = activation mostly above about 9.7%, no sharp cut-off; note: not every result past the cut was called active; inactives centre near 0; reference of the scale not given here
TcdB GH inh – blocks C. difficile toxin B glycohydrolase activity | P18177 | TcdB glycohydrolase enzymatic assay, plate reader | inhibition, % at 9.99 µM | hit rate 0.24% among 350,000 | AID 652162; in the data active = inhibition above about 10%
Yp Topo-I inh – Y. pestis Topo-I inhibition via cleavage products. hit rate 0.064% among 360,000. activity, % at 10 µM. Y. pestis Topo-I cleavage product accumulation, plate reader. AID 504884; in the data active = activity above about 50%, passing the limit was not always enough; note: inactives centre near 2
3CLpro inhibitor – SARS-CoV 3CLpro protease inhibition. P0C6X7. recombinant SARS-CoV 3CLpro, quenched FRET peptide cleavage. inhibition, % at 6 µM. hit rate 0.14% among 290,000; in the data active = inhibition above about 12%
Rv3671c inh – inhibitors of M. tuberculosis serine protease Rv3671c | inhibition, % at 5.96 µM | hit rate 0.048% among 320,000; in the data active = inhibition above about 38%;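 note: extracellular domain of Rv3671c used as enzyme; 0% = enzyme with DMSO and 100% = no enzyme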
Target sequence (P9WHR9 whole entry, looked up, the tested form may be a part): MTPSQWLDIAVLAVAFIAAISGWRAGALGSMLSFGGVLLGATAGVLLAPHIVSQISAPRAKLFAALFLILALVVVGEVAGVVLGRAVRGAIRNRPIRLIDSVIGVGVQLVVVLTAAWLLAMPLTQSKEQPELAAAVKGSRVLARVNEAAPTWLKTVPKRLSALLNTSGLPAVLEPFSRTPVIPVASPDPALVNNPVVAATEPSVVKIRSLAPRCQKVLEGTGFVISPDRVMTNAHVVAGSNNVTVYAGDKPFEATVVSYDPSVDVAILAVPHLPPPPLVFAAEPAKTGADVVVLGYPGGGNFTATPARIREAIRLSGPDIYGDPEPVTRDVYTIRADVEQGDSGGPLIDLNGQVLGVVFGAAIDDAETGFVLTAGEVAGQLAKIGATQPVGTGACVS
* marks the source's active call; other numbers are inactive results; i = inactive; · = not tested or not shown.

SMILES | SSB-PriA inh | PfHsp40 rescue | Anthrax LF inh2 | MazEF act | VHR inh abs | BH1578 lux ind | TcdB GH inh | Yp Topo-I inh | 3CLpro inhibitor | Rv3671c inh
C#CCn1c(S(=O)(=O)Cc2ccc(F)cc2)nc(-c2ccccc2)c1-c1ccccc1 | -10 | -1.0 | -5 | 1 | 8 | 1.4 | · | 32 | -1 | -9
COc1cc2[nH]c3c(N4CCN(c5ccccn5)CC4)ncnc3c2cc1OC | 28 | 1.0 | -5 | 6 | 39 | -0.2 | · | 3 | -8 | -5
CS(=O)(=O)N(CC(=O)Nc1cccc(F)c1)c1cccc([N+](=O)[O-])c1 | -2 | -1.8 | 0 | 6 | 16 | -0.3 | · | 0 | 1 | 1
c1ccc(Cn2ccc(-c3cnc(-c4ccccc4)s3)n2)cc1 | -9 | 69* | -3 | 3 | 16 | i | · | -7 | 2 | -9
CCOc1cccc2c1OC1(C)CC2NC(=O)N1Cc1ccccc1 (centres undefined) | -10 | 0.6 | 2 | -3 | 12 | 0.4 | 0.4 | 1 | -1 | ·
COc1ccc(C(=O)OCC(=O)NC(=O)NC2CCCC2)cc1[N+](=O)[O-] | -10 | -1.1 | -4 | 4 | · | i | -0.3 | -3 | · | 5
O=C(CNc1ccccc1C(=O)O)c1ccccc1 | -4 | -1.0 | 0 | 6 | 8 | i | 0.5 | -1 | -5 | -3
CCc1ccc(OCC(=O)NC(NC(=S)Nc2ccc(C)cc2C)C(Cl)(Cl)Cl)cc1 (centres undefined) | -4 | -1.0 | -1 | -8 | 10 | i | · | 4 | 4 | -7
COc1ccccc1CNC(=O)CN(CCc1ccccc1)S(C)(=O)=O | -8 | 0.3 | -2 | -11 | -25 | -0.4 | 0.8 | 8 | -1 | -4
CC(C)N(C(=O)COc1ccc(Br)cc1Cl)C(C)C | -19 | 0.0 | 1 | 7 | 27 | -0.3 | · | 11 | 0 | 0
CN1CCN(S(=O)(=O)c2ccc(N(C)Cc3c(F)cccc3Cl)nc2)CC1 | -9 | -0.4 | · | 6 | · | -0.9 | 1.0 | -7 | · | 5
CCSP1(=S)N=C(N2CCOCC2)C(C#N)=C2CCCN21 (centres undefined) | -17 | -0.7 | -1 | 6 | -6 | · | · | 2 | -1 | 3
CCCCOC(=O)C1=C(C)Nc2ncnn2C1c1ccc(OC)c(OC)c1OC (centres undefined) | 0 | -0.6 | -2 | -1 | -5 | i | · | 6 | 0 | -2
COc1ccc(-n2ncc3c2CC(C)(C)CC3NC(=O)CCc2c(C)nn(C)c2C)cc1 (centres undefined) | 0 | 0.2 | 1 | 4 | -20 | i | -2.5 | 20 | -3 | -2
CC(C)Oc1ccc(C(CC(=O)NCCCN(C)C)c2ccc(F)cc2)cc1 (centres undefined) | -5 | 0.2 | -4 | 5 | 5 | -0.3 | 1.2 | -18 | 2 | -10
C#CCOCCOCCOCCNc1nc(N2CCN(C(=O)[C@H]([C@@H](C)CC)n3cc([C@@H](N)Cc4ccc(O)cc4)nn3)CC2)nc(N2CCN(C(=O)[C@H](CCCCN)n3cc([C@@H](N)C(C)CC)nn3)CC2)n1 (some centres undefined) | 12 | -1.0 | 1 | 22 | 39 | 2.2 | · | 4 | -4 | 7
CC(=O)c1ccc(N2C(=O)[C@@H]3[C@H](C2=O)[C@H]2c4ccccc4C=NN2[C@@H]3C(C)=O)cc1 | 4 | -1.1 | -10 | 3 | 12 | -0.9 | -0.2 | 2 | 5 | 4
CCOC(=O)CCSCC(=O)N1N=C(c2cccs2)CC1c1ccc(C)cc1 (centres undefined) | -21 | 1.5 | 0 | 3 | 4 | -0.4 | 1.5 | 43 | 2 | -3
C=CCC1(CC=C)CCCN1C(=O)CC1C(=O)NCCN1Cc1ccccc1OC (centres undefined) | 3 | 0.8 | 0 | -1 | 35 | -0.1 | -0.9 | 1 | 5 | 12
CCCCCCCC(=O)N/N=C(/C)c1c(O)cc(C)oc1=O | · | 1.2 | -3 | 3 | 13 | i | -5.3 | 4 | 5 | 0
COC(=O)[C@@]12CCCCN1[C@H](c1ccc(-c3cc(C(C)=O)cs3)c(OC)c1)[C@H]1C(=O)N(C)C(=O)[C@H]12 | -1 | -0.4 | -3 | 1 | · | 2.6 | 0.0 | 2 | · | 0
O=C(NNc1cccc(Cl)n1)c1c(F)cccc1F | 5 | -0.2 | -2 | 3 | 30 | -2.8 | 1.3 | 6 | 0 | 10
COc1ccc(C(C)=O)cc1COC(=O)c1ccc(C)c(S(=O)(=O)N2CCOCC2)c1 | -8 | -0.2 | 3 | 3 | · | i | 1.0 | -1 | · | -1
COc1ccccc1N1CCN(C(=O)c2ccc3ncsc3c2)CC1 | 2 | -3.1 | -9 | -3 | · | i | 0.6 | 10 | · | ·
C=CCn1c(SCC(=O)Nc2cccc3ccccc23)nc(O)c(CC)c1=O | -4 | 1.4 | -5 | 6 | 24 | -5.9 | · | 2 | -3 | 7
CCOc1ccc(CC(=O)Nc2cc(=O)n(C)c(=O)n2C)cc1 | -2 | 0.4 | -5 | 5 | 12 | -0.3 | -1.9 | -11 | 5 | 2
COc1ccccc1CNC(=O)Cn1c(=O)oc2cc(Cl)ccc21 | 1 | -0.6 | -10 | 9 | 16 | i | 0.0 | 9 | 2 | 1
CSc1ccccc1NC(=O)c1cc(S(=O)(=O)N(C)C)ccc1N1CCCC1 | 13 | -1.6 | -8 | 3 | 14 | -9.8 | 2.8 | 26 | 2 | -2
COCCNC(=O)[C@@H]1CCCN1C(=O)C1CCN(S(=O)(=O)c2ccc(C)cc2)CC1 | -15 | -0.9 | 1 | -10 | 3 | -0.4 | 2.7 | -14 | -8 | -5
O=C1c2ccccc2C(=O)N1Cc1nc(-c2ccncc2)no1 | -9 | 1.3 | -1 | 6 | 22 | -4.2 | 2.7 | 8 | -5 | 8
COc1cc(C#Cc2ccc3cc(CCO)oc(=O)c3c2)cc(OC)c1 | 7 | 6.6 | 2 | 26 | · | -0.9 | -1.8 | 21 | · | -20
CC(C)CCNC(=O)NC(=O)COC(=O)/C=C/c1cnc2ccccc2n1 | -11 | 0.7 | -1 | -2 | 19 | i | · | -9 | -2 | -2
Cc1csc(NC(=O)c2ccc3c(=O)n4c(nc3c2)CCCCC4)n1 | 2 | 0.8 | -3 | -19 | 40 | -0.3 | 1.9 | 6 | 0 | -4
CCCCNC(=O)C1(C)CCCCN1C(=O)c1sccc1C (centres undefined) | · | · | -3 | · | · | -0.4 | -0.5 | 9 | · | ·
CCOC(=O)CCNC(=O)CCc1nnc(CCCc2ccccc2)o1 | 3 | -0.9 | -2 | -23 | 6 | -0.7 | -0.9 | -2 | 0 | 0
CCc1nnc(NC(=O)c2cccc(S(=O)(=O)N(C)c3ccc(OC)cc3)c2)s1 | -6 | 1.0 | -5 | 3 | 14 | i | 0.9 | 13 | 8 | -12
CCCCCCN1C=CC(=C2C(=O)c3ccccc3C2=O)C=C1 | -21 | 0.6 | -1 | 20 | 20 | -0.9 | 1.3 | -6 | -2 | -8
COc1ccc(-c2nnc(SC(=O)N3c4ccccc4Sc4ccccc43)o2)cc1 | 42* | 1.6 | 2 | 0 | 10 | 1.8 | · | -6 | 0 | 7
O=C(CCC1CCCC1)NNC(=O)c1ccccc1O | -5 | 0.4 | · | 2 | · | -0.4 | 0.7 | -6 | · | 8
COc1cc([N+](=O)[O-])ccc1NC(=O)CSc1nncn1-c1cccnc1 | -8 | -1.2 | -7 | 6 | 32 | -0.2 | 0.4 | -3 | 0 | -5
CCN(CC)C(=O)C1CCCN(c2ccc([N+](=O)[O-])cc2/C=N/NC(=O)c2cccc(O)c2)C1 (centres undefined) | · | 0.4 | -6 | 7 | 14 | -0.2 | · | -3 | -2 | -3
CCOc1ccc(CN(C)C(=O)CNC(=O)c2ccc(Br)o2)cc1OC | -14 | 0.7 | -1 | -13 | 23 | -0.3 | 2.3 | 5 | -1 | -10
O=C(NCc1ccccc1)C12CC3CC(CC(Cl)(C3)C1)C2 | -7 | · | -1 | 3 | 4 | i | 0.6 | 0 | -2 | -2
O=C(COC(=O)Cc1ccccc1)Nc1nnc(-c2ccccc2)o1 | -3 | 0.3 | -2 | 3 | · | i | 2.1 | 11 | · | 8
Oc1ccccc1-c1nnco1 | -6 | -2.0 | -12 | 5 | · | -1.3 | 0.9 | 3 | · | ·

Taken from above:
CCCCCCCC(=O)N/N=C(/C)c1c(O)cc(C)oc1=O – PfHsp40 rescue: 1.2
CCOC(=O)CCSCC(=O)N1N=C(c2cccs2)CC1c1ccc(C)cc1 (centres undefined) – VHR inh abs: 4
C=CCn1c(SCC(=O)Nc2cccc3ccccc23)nc(O)c(CC)c1=O – Anthrax LF inh2: -5
CC(C)N(C(=O)COc1ccc(Br)cc1Cl)C(C)C – 3CLpro inhibitor: 0

Results in VHR inh abs, Anthrax LF inh2 and BH1578 lux ind, for two of the compounds above:
Structure | VHR inh abs | Anthrax LF inh2 | BH1578 lux ind
COc1cc(C#Cc2ccc3cc(CCO)oc(=O)c3c2)cc(OC)c1 | · | 2 | -0.9
CC(C)CCNC(=O)NC(=O)COC(=O)/C=C/c1cnc2ccccc2n1 | 19 | -1 | i

Later entries:
SMILES | SSB-PriA inh | PfHsp40 rescue | Anthrax LF inh2 | MazEF act | VHR inh abs | BH1578 lux ind | TcdB GH inh | Yp Topo-I inh | 3CLpro inhibitor | Rv3671c inh
CC(=O)Nc1ccc2c(c1)C(=O)N(c1cccc3ccccc13)C2=O | -5 | -0.9 | 5 | -2 | 0 | i | 0.0 | -2 | -2 | 0
COc1ccc(-n2c(O)c(/C=C3\C=Nc4ccc(Br)cc43)c(=O)[nH]c2=O)c(OC)c1 | · | 0.0 | 10 | -65 | · | -0.8 | 0.8 | 9 | 3 | -6
CC(C)c1c(C(=O)Nc2ccccc2)c(-c2ccccc2)c(-c2ccc(F)cc2)n1CC[C@@H](O)C[C@@H](O)CC(=O)O | · | · | -4 | · | · | -0.4 | 2.2 | 22 | · | ·
c1ccc(N2CCN(c3nc(-c4cccs4)nc4ccccc34)CC2)cc1 | -29 | 1.4 | -1 | -7 | 2 | 0.9 | 0.1 | 2 | -2 | -16
COc1ccc(CNC(=O)CN2C(=O)NC3(CCCCCCC3)C2=O)cc1 | -9 | -0.3 | 0 | -2 | · | -0.8 | 0.3 | 5 | · | -8
CCOC(=O)CSc1cc(C)nc2ccc(OC)cc12 | -4 | -0.9 | -10 | 4 | -5 | -0.4 | -1.1 | 7 | 2 | -7
O=C(NCCC1=CCCCC1)c1coc(=O)c(Br)c1 | -7 | -0.2 | -2 | -1 | 24 | i | · | -12 | -5 | -8
CCNc1nc(Cl)nc(N(NC(C)=O)C(C)CC)n1 (centres undefined) | -28 | -1.6 | 2 | -7 | 3 | i | · | -1 | -5 | 1
OC(CC1CC12c1ccccc1-c1ncccc12)(c1ccccc1)c1ccccc1 (centres undefined) | 10 | 2.0 | -7 | 0 | 15 | -4.5 | · | -7 | 0 | -16
COc1ccc(-n2c(SC3CCOC3=O)nc3ccccc3c2=O)cc1Cl (centres undefined) | -15 | 0.0 | -5 | -12 | 22 | -0.3 | 1.1 | -9 | -2 | -2
Cc1nc2ccc(C(=O)NCc3ccc4c(c3)OCO4)cc2s1 | -6 | 589* | -4 | 3 | -6 | -0.3 | 0.6 | -10 | -5 | -2
CC1(C)CC(=O)C=C(NNC(=O)c2ccccc2)C1 | -19 | -0.1 | -1 | -2 | -2 | 4.9 | · | -4 | -1 | 2
CC(=O)Nc1ccc2c(c1)nc1n2CCOC1 | -4 | -1.1 | -2 | 4 | 33 | -1.8 | · | -6 | -2 | -3
O=C(NCC(=O)N1CCN(C(=O)c2ccco2)CC1)c1ccc(Br)cc1 | -7 | -0.2 | 5 | 4 | 32 | -0.3 | 0.5 | 7 | 1 | 1
O=C(NCc1cccnc1)C1CCN(S(=O)(=O)N2CCC3(CC2)OCCO3)CC1 | 1 | -0.7 | 1 | 0 | 27 | -0.4 | 0.9 | 1 | -8 | 0
CN1Cc2cccc3c2C(Cc2ccccc2S3)C1 (centres undefined) | -12 | 1.5 | -1 | 8 | 5 | i | 1.5 | 10 | 0 | 8

This is a subset; count on the stated rates, not on these rows.
